Bioassay records as filed in PubChem BioAssay.
LYP phosphatase: inhibitors of LYP phosphatase, biochemical, fluorescence intensity, uHTS (AID 1779) | inhibition, % at 11.5 µM; hits with a dose series show IC50 in µM | 290,000 tested, 0.054% active | Tyrosine-protein phosphatase non-receptor type 22 (Homo sapiens) | recombinant LYP phosphatase, fluorescence intensity; higher % means a stronger effect; in the data active = inhibition above about 50%;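 note: plate controls were vehicle with enzyme for no effect and no enzyme for full effect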
West Nile antiviral: West Nile virus antiviral activity, cell-based, CPE readout (AID 1621). West Nile virus-infected cells, CPE inhibition; higher % means a stronger effect. CPE inhibition, % at 10 µM; hits with a dose series show IC50 in µM. 290,000 tested, 0.02% active; in the data active = a potency from the dose series; inconclusive = CPE inhibition mostly from about 3.7% at the one dose, without a potency; inactive = the rest, 99 in 100 with CPE inhibition below about 2.2%; note: strong numbers were not always called active
GPR35 arrestin U2OS: GPR35 antagonists blocking zaprinast-driven arrestin recruitment, primary screen, imaging, U2OS, beta-arrestin-GFP, zaprinast agonist (AID 2058) | 290,000 tested, 0.052% active | U2OS GPR35 beta-arrestin-GFP translocation imaging, zaprinast antagonism; higher % means a stronger effect | G-protein coupled receptor 35 (Homo sapiens) | one-dose inhibition, % at 10 µM; IC50 in µM for titrated hits;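 active = inhibition of at least 50% with at least 30 cells and total cytoplasm GFP at most 10,000,000; inconclusive = under 30 cells or total GFP of 10,000,000 plus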
PhoP inhibition: inhibitors of PhoP regulon expression, primary screen, Salmonella Typhimurium, GFP reporter (AID 1863) | one-dose inhibition, % at 50 µM; IC50 in µM for titrated hits | 300,000 tested, 0.16% active | S. Typhimurium PhoP-regulated promoter GFP reporter, 4 h; higher % means a stronger effect;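 active = inhibition over 29.93%, a cutoff 3 SD above the screen mean, later confirmed by dose response; inconclusive = inhibition over 29.93% but no dose response follow-up; inactive = inhibition at most 29.93% or unconfirmed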;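 note: 0% = low Mg2+ inducing control and 100% = high Mg2+ repressing control; strong numbers were not always called active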
SV40 large T antigen: SV40 large T antigen inhibitors, biochemical (AID 1903) | SV40 large T antigen ATPase/helicase inhibition assay; higher % means a stronger effect | one-dose inhibition, % at 20 µM; IC50 in µM for titrated hits | 310,000 tested, 0.39% active; in the data active = a potency from the dose series; inconclusive = inhibition mostly from about 32% at the one dose, without a potency; inactive = the rest, 99 in 100 with inhibition below about 32%; note: strong numbers were not always called active
ER stress rescue: rescue of cells from ER stress-induced death, primary screen, 384-well, CSM14.1, thapsigargin, ATP luminescence (AID 1222). 190,000 tested, under 10 active. cellular ATP content (survival), % at 20 µM; hits with a dose series show EC50 in µM. CSM14.1 thapsigargin-induced death rescue, ATP luminescence; higher % means a stronger effect;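 active = EC50 below 50 µM in the dose-response confirmation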;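 note: death triggered by thapsigargin at about 15 µM added after 2 h compound pretreatment; cell ATP read after overnight thapsigargin exposure of roughly 18 to 22 hours; normalized against plate controls of thapsigargin alone and 5% DMSO vehicle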
MgcRacGAP inhibition: MgcRacGAP GTPase-activating activity inhibitors, confirmation, biochemical, ADP Hunter fluorescence; MgcRacGAP-stimulated Rac1 GTP hydrolysis, ADP Hunter fluorescence; higher % means a stronger effect; GST-tagged Rac1 F28L mutant substrate; inhibition, % at 30 µM, or IC50 in µM where a hit was titrated; 340,000 tested, 0.6% active;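 active = first-screen hits whose inhibition reached a set limit at any dose in the follow-up dose series; inconclusive = inhibition above the set first-screen limit but never retested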;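 note: fluorescence reports GDP produced by GAP-driven GTP hydrolysis; strong numbers were not always called active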
Dengue-2 NS5 capping: Dengue-2 NS5 methyltransferase inhibitors, primary screen, biochemical, confirmation dose response (AID 588689); Genome polyprotein (Dengue virus type 2 (strain 16681-PDK53)); Dengue-2 NS5 methyltransferase capping enzyme assay, biochemical; higher % means a stronger effect; inhibition, % at 25 µM; hits with a dose series show IC50 in µM; 340,000 tested, 0.3% active; in the data active = a potency from the dose series; inconclusive = inhibition above about 29% without an active follow-up result
RSV antiviral HEp-2: RSV antiviral activity via CPE protection, HEp-2 cells, primary 10 µM value included (AID 2391). HEp-2 cells, RSV-induced CPE inhibition; higher % means a stronger effect. 310,000 tested, 0.13% active. one-dose CPE inhibition, % at 10 µM; IC50 in µM for titrated hits; in the data active = a potency from the dose series; inconclusive = CPE inhibition mostly from about 23% at the one dose, without a potency; inactive = the rest, 99 in 100 with CPE inhibition below about 21%; note: strong numbers were not always called active
Dengue-2 NS5 capping pilot replicate: also measured in Dengue-2 NS5 capping; calls as there; inhibition, %; measured here: pilot screen replicate inhibition
Active calls of the source: *; ? = inconclusive; / = not tested or not shown.

SMILES	LYP phosphatase	West Nile antiviral	GPR35 arrestin U2OS	PhoP inhibition	SV40 large T antigen	ER stress rescue	MgcRacGAP inhibition	Dengue-2 NS5 capping	RSV antiviral HEp-2	others
O=C(O)c1ccc(/C=N/Nc2nc(N3CCCCC3)nc(N3CCCCC3)n2)cc1	2%	0.4%	-6%	-5%	1%	/	10%	2%	1.8%
CCc1[nH]c(=O)c(C#N)c2c1CSC(C)(C)C2	0%	/	-4%	-10%	9%	-1.2%	4%	5%	2.0%
C=CCn1c(=O)c2ccc(C(=O)NCc3ccccc3)cc2n(Cc2cccc(Cl)c2)c1=O	-3%	/	-8%	-1%	11%	-2.8%	0%	-1%	3.6%
CCCc1cc(C(=O)N2CCCC(C(=O)c3cccc4ccccc34)C2)n(C)n1 (stereo not drawn)	4%	-1.5%	1%	-3%	44%	3.3%	6%	-4%	1.7%
CC(NS(=O)(=O)c1ccccc1)C(=O)NC1CCCC1 (stereo not drawn)	-10%	-0.3%	5%	7%	26%	/	3%	1%	1.6%
CC1Cc2ccccc2N1C(=O)CSc1ncc(-c2ccc(F)cc2)n1C (stereo not drawn)	-1%	/	-3%	-13%	6%	-4.5%	9%	3%	7.5%
COc1cc(CNc2ccc(C)c(C)c2)cc(OC)c1OC	-8%	2.4%	13%	-3%	23%	-2.6%	?	-6%	2.4%
O=C(NCc1cccnc1)C(=O)NCC1OCCCN1S(=O)(=O)c1ccccc1 (stereo not drawn)	-6%	-0.2%	0%	8%	-1%	-1.2%	3%	-12%	1.8%
CCCCCN1CC(O)=C(c2nc3ccccc3[nH]2)C1=N	0%	1.1%	3%	-2%	12%	0.9%	6%	4%	-0.2%
CCc1cc(C(=O)NNC(=S)NCC2CCCO2)cs1 (stereo not drawn)	-2%	0.3%	1%	1%	8%	-0.1%	3%	0%	-0.1%
CCN(CC)C(=O)c1sc(N)c(C(=O)OC(C)C)c1C	-8%	-0.6%	-6%	9%	9%	-0.8%	6%	4%	-0.4%
Cn1ccnc1SCC(=O)Nc1ccc2c(c1)OCCO2	-11%	0.1%	-15%	4%	24%	/	4%	0%	0.3%
CN(C)CCNC(=O)c1ccc(CS(=O)(=O)c2ccc(Br)cc2)o1	/	-0.2%	/	/	/	/	6%	2%	-1.7%
CC(C)c1ccc(N2C(=O)CC(NNC(=O)c3ccccc3Cl)C2=O)cc1 (stereo not drawn)	0%	1.3%	9%	-2%	5%	/	12%	-5%	0.6%
CC(=O)c1cccc(N(CC(=O)Nc2ccc(S(=O)(=O)N3CCOCC3)cc2)S(C)(=O)=O)c1	-6%	0.1%	12%	-2%	22%	/	-1%	1%	1.1%
O=C(c1cc2ccccc2o1)N(C1CC1)C1(C(=O)Nc2ccccc2)CCCC1	-1%	-1.0%	18%	0%	4%	-0.8%	7%	-9%	1.8%
CC(C)(C)C(=O)C[n+]1cccc(C(N)=O)c1	-11%	0.6%	-3%	4%	24%	-0.5%	-4%	-1%	-0.2%
CC1=CC(=C2C(=O)c3ccccc3C2=O)C=C(C)N1C	-5%	/	-2%	4%	10%	-1.8%	8%	-5%	0.7%
CCN(Cc1cnn(C)c1)Cc1nc(C(c2ccccc2)c2ccccc2)no1	-5%	-0.4%	2%	-2%	0%	0.8%	9%	0%	0.9%
CCOC(=O)N(NC(=O)C(O)(C(C)C)C(C)C)c1ccccc1	-9%	-0.1%	5%	-11%	1%	-1.9%	-7%	8%	0.2%
CCc1ccc(S(=O)(=O)NCc2cccnc2)cc1	-8%	-1.9%	-9%	8%	4%	/	13%	3%	5.3%
CCc1c(O)nc(SCc2ccccc2)n(C(C)CC)c1=O (stereo not drawn)	6%	-0.3%	6%	-10%	-4%	-1.3%	6%	-2%	-0.6%
Cc1cc(C(=O)N(C)CC(=O)Nc2ccccc2C(F)(F)F)c(C)o1	4%	-1.1%	0%	7%	3%	-1.7%	4%	-7%	1.5%
Cn1c(-n2c(CCCN3C(=O)c4ccccc4C3=O)nc3ccccc3c2=O)nc2ccccc21	1%	-0.3%	-4%	-7%	8%	-1.7%	8%	-8%	-0.8%
O=C1c2cccc3c(O)ccc(c23)C(=O)N1Cc1ccco1	5%	/	10%	-236%	22%	0.6%	18%	?	/
More compounds.
SMILES	LYP phosphatase	West Nile antiviral	GPR35 arrestin U2OS	PhoP inhibition	SV40 large T antigen	ER stress rescue	MgcRacGAP inhibition	Dengue-2 NS5 capping	RSV antiviral HEp-2	others
CCN(Cc1cc(=O)n2ccsc2n1)Cc1nc2cc(OC)c(OC)cc2c(=O)[nH]1	0%	0.4%	1%	1%	11%	/	5%	-1%	-0.8%
O=C(NCCCc1ccccc1)c1ccc([N+](=O)[O-])cc1Cl	-8%	-0.1%	-6%	-4%	6%	/	4%	/	1.2%
Cc1onc(-c2ccccc2)c1C(=O)NCCc1c[nH]c2ccccc12	-9%	0.0%	10%	0%	7%	-6.9%	4%	-4%	0.8%
COc1ccc(C)cc1N(CC(=O)N1CCCCCC1)S(=O)(=O)c1ccc(C)cc1	-3%	-1.1%	-5%	4%	16%	/	8%	3%	3.2%
Cc1cc(NC(=O)C2CC(c3ccccc3Cl)=NO2)no1 (stereo not drawn)	-1%	0.2%	5%	4%	21%	7.1%	0%	-5%	1.4%
O=C(CN1C(=O)c2ccccc2S1(=O)=O)c1ccc2c(c1)OCCO2	-8%	-0.4%	4%	7%	3%	/	-11%	-5%	1.3%
CC(=O)N(C)C1(c2nnnn2CCOC(=O)Nc2cccc3ccccc23)CCCC1	0%	-0.1%	2%	3%	-2%	-0.1%	4%	0%	1.9%
O=C(CCC1CCCCC1)Nc1nnc(C(F)(F)F)s1	-10%	1.3%	-13%	/	/	/	9%	-5%	/	Dengue-2 NS5 capping pilot replicate=4.0
Cc1cccc(Nc2c([N+](=O)[O-])cc(C(=O)N3CC(=O)Nc4ccccc43)cc2[N+](=O)[O-])c1	9%	-0.7%	-16%	-3%	6%	-2.3%	7%	2%	3.4%
CCC1(c2ccccc2)NC(=O)N(CC(=O)Nc2cc(C(F)(F)F)ccc2N2CCCC2)C1=O (stereo not drawn)	/	/	/	2%	2%	/	6%	1%	0.8%
CCCOc1ccc(NC(=O)CC2C(=O)N(CC)C(=S)N2CCNC(C)=O)cc1 (stereo not drawn)	-1%	-0.7%	4%	11%	16%	-3.4%	2%	-12%	0.4%
CCOC(=O)c1cc(-c2cccc(C(F)(F)F)c2)nc2nc(SC)[nH]c(=O)c12	-12%	-0.3%	14%	5%	5%	-4.0%	10%	0%	?
COC(=O)c1cnc(SC)nc1C	-3%	0.0%	-4%	7%	7%	1.1%	2%	-5%	-0.3%	Dengue-2 NS5 capping pilot replicate=-3.5
N#Cc1ccc(COC(=O)c2cnc3ccccc3n2)cc1	-4%	-0.3%	4%	5%	2%	/	4%	-2%	0.3%
CC(C)c1nnc(NC(=O)c2ccc(N3C(=O)CCC3=O)cc2)s1	-4%	-0.1%	4%	-4%	2%	/	-5%	-2%	2.0%
Cc1ccc2[nH]c3c(c2c1)CCc1cn[nH]c1-3	-6%	/	2%	-1%	10%	/	5%	-2%	?
COc1ccc2nc(NC(=O)c3ccc4ncsc4c3)sc2c1	-9%	0.1%	-1%	-7%	30%	-2.0%	23%	1%	1.8%
COc1ccc(CCn2c(C)cc(C(=O)CSc3nnnn3C)c2C)cc1	1%	-0.1%	9%	1%	4%	/	9%	-3%	0.3%
Cc1ccc(C(=O)c2c[nH]c3c(F)cc(F)cc3c2=O)cc1	-6%	-0.2%	8%	-16%	11%	-0.1%	8%	-1%	1.0%
O=C(Nc1ccc(F)cc1)C1CCN(S(=O)(=O)c2ccc3[nH]c(=O)oc3c2)CC1	-6%	0.3%	8%	-7%	-4%	/	10%	-3%	2.4%
O=C(CN1C(=O)/C(=C\c2ccc(C(F)(F)F)cc2)Sc2ccccc21)NCc1ccco1	-4%	0.3%	11%	13%	-16%	-4.2%	-5%	-3%	5.9%
CC1=Nc2cc(C(=O)NCCCN3CCOCC3)ccc2Sc2c(C)ccc(C)c21	-12%	-0.5%	-10%	5%	11%	/	17%	-10%	1.2%
CCOC(=O)C(Cc1c[nH]c2ccccc12)NC(=O)CNC(C)=O (stereo not drawn)	-6%	1.2%	16%	-4%	1%	0.8%	8%	-3%	-0.1%
Cc1ccc2cc(CNC(C)(C)C)c(=O)[nH]c2c1	-11%	0.0%	-3%	0%	17%	-3.3%	4%	-8%	-0.7%
COc1ccccc1CNC(=O)COC(=O)Cc1cccs1	-5%	-0.2%	-4%	-11%	8%	-3.7%	2%	2%	1.1%

2 entries drawn at random from the list so far, as already listed:
SMILES	LYP phosphatase	West Nile antiviral	GPR35 arrestin U2OS	PhoP inhibition	SV40 large T antigen	ER stress rescue	MgcRacGAP inhibition	Dengue-2 NS5 capping	RSV antiviral HEp-2	others
Cc1cc(NC(=O)C2CC(c3ccccc3Cl)=NO2)no1 (stereo not drawn)	-1%	0.2%	5%	4%	21%	7.1%	0%	-5%	1.4%
COc1ccc2nc(NC(=O)c3ccc4ncsc4c3)sc2c1	-9%	0.1%	-1%	-7%	30%	-2.0%	23%	1%	1.8%

Next part
SMILES	LYP phosphatase	West Nile antiviral	GPR35 arrestin U2OS	PhoP inhibition	SV40 large T antigen	ER stress rescue	MgcRacGAP inhibition	Dengue-2 NS5 capping	RSV antiviral HEp-2	others
COc1ccccc1CNC(=O)[C@H](NC(=O)C1CCN(C(=O)[C@@H](N)CCSC)CC1)C(C)C	-5%	0.2%	4%	-2%	7%	/	6%	-9%	1.5%
N#Cc1c(N)nc2c(c1-c1cccnc1)CCCCC2	-2%	-1.1%	-1%	-1%	6%	-0.9%	-1%	-10%	3.6%
O=C(/C=C/c1ccccc1)Oc1cccc(C(=S)N2CCOCC2)c1	2%	-0.3%	8%	4%	6%	14%	-21%	-5%	0.6%
O=C(CCn1c(=O)[nH]c2ccsc2c1=O)N(CCc1ccccc1)Cc1ccccc1	-3%	0.5%	0%	8%	10%	-0.1%	-3%	-1%	?
COc1ccc2c(c1)[n+](=O)c(C(C)=O)c(C)n2[O-]	2%	0.0%	-14%	7%	6%	0.1%	9%	-3%	6.0%
Cc1ccc(/C=C/C(=O)Nc2ccncc2)o1	-2%	-1.1%	0%	-1%	8%	-1.3%	8%	0%	-0.6%
Cc1ccc(NC(=O)Nc2ccc(Cl)cn2)cc1	4%	0.0%	0%	-7%	0%	-1.8%	0%	/	/
O=C(c1ccc(Cl)c(S(=O)(=O)N2CCOCC2)c1)N1CCOCC1	-5%	0.0%	-8%	2%	2%	/	1%	-8%	-0.1%
COc1ccc(CC(=O)NC2CCSc3ccccc32)cc1OC (stereo not drawn)	-12%	-0.7%	-2%	-7%	15%	/	10%	-1%	4.1%
